Salmonella PhoP GFP: inhibitors of PhoP regulon expression, primary screen, Salmonella Typhimurium, GFP reporter (AID 1863). S. Typhimurium PhoP-regulated promoter GFP reporter, 4 h; higher % means a stronger effect. inhibition, % at 50 µM, or IC50 in µM where a hit was titrated. hit rate 0.16% among 300,000;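 active = inhibition over 29.93%, a cutoff 3 SD above the screen mean, later confirmed by dose response; inconclusive = inhibition over 29.93% but no dose response follow-up; inactive = inhibition at most 29.93% or unconfirmed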;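 note: 0% = low Mg2+ inducing control and 100% = high Mg2+ repressing control; strong numbers were not always called active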
GPR55 LPI antagonism: GPR55 antagonists blocking LPI-driven arrestin recruitment, primary screen, imaging, U2OS, beta-arrestin-GFP, LPI agonist (AID 2013). U2OS GPR55 beta-arrestin-GFP translocation imaging, LPI antagonism; higher % means a stronger effect. inhibition, % at 10 µM; hits with a dose series show IC50 in µM. hit rate 0.13% among 290,000;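 active = spots per cell inhibited over 60%, with over 100 cells counted and total cytoplasm intensity under 500,000; inconclusive = wells with under 100 cells, flagged as likely toxic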;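 note: U2OS cells stably carrying GPR55 and arrestin-GFP stimulated by 5 µM LPI near EC80; imaged beta-arrestin-GFP aggregate spots per cell after agonist stimulation; plate controls were LPI-stimulated DMSO wells for no effect and DMSO wells without LPI for full effect; some results filed as inactive read as strong as hits; confirmed hits need IC50 under 10 µM and bright autofluorescent wells are also inconclusive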
NTR1 ag: agonists of NTR1, primary screen, imaging, U2OS cells, beta-arrestin-GFP, high content (AID 493036); activation, % at 20 µM; NTR1-U2OS beta-arrestin-GFP spot imaging, agonist mode; Neurotensin receptor type 1 (Homo sapiens), P30989; hit rate 0.17% among 330,000;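 active = activation at or above 40% of the spot to cytoplasm intensity ratio, with at least 20 cells analyzed; inconclusive = wells under 20 cells, flagged as cytotoxic or low count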;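 note: 0% = DMSO without peptide and 100% = 100 nM NTR1 peptide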
Target sequence (P30989 whole entry, looked up): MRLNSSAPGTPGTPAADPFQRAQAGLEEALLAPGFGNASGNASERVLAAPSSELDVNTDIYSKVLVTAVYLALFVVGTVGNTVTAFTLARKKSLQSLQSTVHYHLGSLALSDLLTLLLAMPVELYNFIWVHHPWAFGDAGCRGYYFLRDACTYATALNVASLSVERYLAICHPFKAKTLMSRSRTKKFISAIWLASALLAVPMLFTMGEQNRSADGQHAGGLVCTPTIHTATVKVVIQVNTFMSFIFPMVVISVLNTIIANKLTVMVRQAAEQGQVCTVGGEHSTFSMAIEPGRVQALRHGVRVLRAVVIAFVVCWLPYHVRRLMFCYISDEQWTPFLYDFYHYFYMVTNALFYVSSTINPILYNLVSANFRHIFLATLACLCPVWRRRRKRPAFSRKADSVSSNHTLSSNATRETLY
KOR beta-arrestin-1: KOR agonists, beta-arrestin recruitment, primary screen, cell-based, luminescence, uHTS (AID 1777) | Kappa-type opioid receptor (Homo sapiens) | KOR beta-arrestin recruitment, luminescence; higher % means a stronger effect | activation, % at 10 µM; hits with a dose series show EC50 in µM | hit rate 0.02% among 280,000; in the data active = activation above about 50%, passing the limit was not always enough; note: a part of the inactive calls stands beside numbers as strong as those of hits
GPR35 antagonists: GPR35 antagonists blocking zaprinast-driven arrestin recruitment, primary screen, imaging, U2OS, beta-arrestin-GFP, zaprinast agonist (AID 2058). inhibition, % at 10 µM; hits with a dose series show IC50 in µM. U2OS GPR35 beta-arrestin-GFP translocation imaging, zaprinast antagonism; higher % means a stronger effect. hit rate 0.052% among 290,000. G-protein coupled receptor 35 (Homo sapiens);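 active = inhibition of at least 50% with at least 30 cells and total cytoplasm GFP at most 10,000,000; inconclusive = under 30 cells or total GFP of 10,000,000 plus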
KOR beta-arrestin-2: KOR antagonists, beta-arrestin recruitment, cell-based, luminescence, uHTS (AID 1778); KOR beta-arrestin recruitment, luminescence, antagonist mode; higher % means a stronger effect; inhibition, % at 10 µM; hits with a dose series show IC50 in µM; Kappa-type opioid receptor (Homo sapiens); hit rate 0.091% among 290,000; in the data active = inhibition above about 50%; note: strong numbers were not always called active
West Nile antiviral: West Nile virus antiviral activity, cell-based, CPE readout (AID 1621) | West Nile virus-infected cells, CPE inhibition; higher % means a stronger effect | hit rate 0.02% among 290,000 | CPE inhibition, % at 10 µM; hits with a dose series show IC50 in µM; in the data active = a potency from the dose series; inconclusive = CPE inhibition mostly from about 3.7% at the one dose, without a potency; inactive = the rest, 99 in 100 with CPE inhibition below about 2.2%; note: strong numbers were not always called active
GPR55 activation: GPR55 agonists via beta-arrestin recruitment, primary screen, imaging, U2OS cells, beta-arrestin-GFP redistribution (AID 1961); G-protein coupled receptor 55 (Homo sapiens); U2OS GPR55 beta-arrestin-GFP redistribution imaging; higher % means a stronger effect; activation, % at 10 µM; hits with a dose series show EC50 in µM; hit rate 0.048% among 290,000;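 active = activation above 40% with more than 50 cells counted in the well; inconclusive = wells holding fewer than 50 cells, flagged as toxic or sparse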;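 note: U2OS osteosarcoma cells stably expressing GPR55 and beta-arrestin-GFP; plate controls were DMSO negative control for no effect and LPI positive control for full effect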
T cell modulator: modulators of CD8 T cell-vesicle binding, primary screen, mouse 2C CD8+ T cells, flow cytometry | 2C CD8+ T cell-vesicle binding; stronger effect = lower value | calls only at 7 µM | hit rate 0.068% among 330,000;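 active = response, share of CD8 T cells binding vesicles, and their 90th percentile fluorescence all below set limits, cut at about 80% in these data, passing the limit was not always enough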
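Material: murine 2C transgenic CD8+ T lymphocytes / Also added: QL9-peptide-loaded Drosophila micro-vesicles bearing Ld, ICAM-1 and B7-1 / Schedule: binding step 1.5 h, 37 °C, antibody labelling 20 min, ice / Signal: flow cytometry, PE anti-B7-1 (FL2) versus Alexa647 anti-CD8 (FL8), PFA-fixed / Evaluation: percent CD8+ FL2 mean versus row control / Benchmarks: naked versus QL9-loaded vesicles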
T cell modulator vesicle-bound %: further read-out of T cell modulator, marked with its call; double positive events, %; measured here: CD8+ vesicle-bound cell fraction;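 binding gate set so that unloaded-vesicle control wells show 10% double positive cells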
NTR1 ag cell count 20 µM: further read-out of NTR1 ag, marked with its call; cell count; measured here: cell count, cytotoxicity flag
Numbers without * were called inactive; i = inactive; ? = inconclusive; . = not tested or not shown; [ ] = remark or other dose. The order is random, and some 0.62% of all compounds hit somewhere here.

SMILES	Salmonella PhoP GFP	GPR55 LPI antagonism	NTR1 ag	NTR1 ag cell count 20 µM	KOR beta-arrestin-1	GPR35 antagonists	KOR beta-arrestin-2	West Nile antiviral	GPR55 activation	T cell modulator	T cell modulator vesicle-bound %
CCOc1ccc(CCNC(=O)C2CCCN(c3nnc(-n4cccc4)s3)C2)cc1OCC (stereo unspecified)	4%	4%	1.4	38	3.3%	15%	-22%	-0.3%	0.0%	i	61
COCCN1C(=O)C(=O)/C(=C(/O)c2cccc(S(=O)(=O)N(C)C)c2)C12C(=O)N(C)c1ccccc12 (stereo unspecified)	-3%	8%	0.0	42	2.4%	5%	5%	0.0%	0.2%	i	35
CC(C)C(C(=O)O)N1C(=O)/C(=C/C=C/c2ccco2)SC1=S (stereo unspecified)	-2%	-6%	-1.7	42	-0.5%	11%	6%	0.3%	-0.1%	i	44
CCn1c(SCC(=O)NCc2ccccc2)nnc1-c1ccccc1O	-6%	14%	3.0	37	2.4%	9%	23%	0.3%	-0.1%	i	36
CCn1c(CC(=O)Nc2ccccc2Cl)nnc1SCC(=O)NC1CCCC1	2%	0%	-1.6	45	0.3%	16%	-16%	0.0%	0.0%	i	28
CON/C=C(\C=Nc1ccc(Cl)cc1Cl)c1ncc(C(F)(F)F)cc1Cl	-5%	-5%	1.8	81	-0.7%	1%	-3%	0.6%	-0.3%	i	51
CCc1ccc(C(=O)CSc2nnc(C)c(=O)[nH]2)cc1	-1%	11%	-0.9	44	-1.0%	-8%	29%	-0.5%	0.2%	i	33
CC(C)OC(=O)CSc1nc(N2CCOCC2)c2c(c1C#N)CC(C)(C)OC2	-2%	9%	2.0	84	-4.2%	1%	4%	-0.1%	-0.1%	i	9
CC(=O)Nc1cccc(C(=O)O)n1	-8%	-2%	-0.6	95	-5.3%	-7%	-14%[20 µM]	-0.1%	-0.1%	i	60
O=C(CCN1CCN(S(=O)(=O)c2ccc(F)cc2)CC1)Nc1ccccc1F	0%	-14%	0.0	54	1.3%	17%	-44%	-0.4%	-0.2%	i	10
CCC(C)(C)n1nnnc1C(c1cc2ccc(OC)cc2[nH]c1=O)N1CCN(C2CCCCC2)CC1 (stereo unspecified)	4%	1%	-0.6	74	30%	0%	24%	-0.1%	-0.1%	i	51
COc1ccc2oc(=O)c(C(=O)NCc3ccc(C)cc3)cc2c1	1%	-4%	-0.3	75	-2.1%	-2%	-24%[20 µM]	-0.1%	0.3%	i	56
COC(=O)c1cnn(-c2ccc(F)cc2F)c1/C=N/NC(=S)NC(C)(C)C	-4%	-1%	2.9	44	3.5%	<0.5µM*	0%	-0.4%	-0.2%	i	30
COc1ccc(S(=O)(=O)NNc2nc(C)cc(C)n2)cc1[N+](=O)[O-]	12%	9%	0.3	69	0.1%	0%	-18%	0.2%	-0.1%	i	31
CN(C)c1cccc(NC(=O)Cc2ccc(F)cc2)c1	22%	3%	-0.4	42	9.5%	-13%	-8%	0.7%	0.3%	i	13
O=C(CN(c1ccccc1F)S(=O)(=O)c1ccccc1)N1CCCCCC1	3%	45%	-0.3	98	-0.2%	6%	-25%	-0.4%	0.3%	i	41
CC1CC(=O)C=C(O)C1C(=O)OC(C)(C)C (stereo unspecified)	9%	-9%	-0.9	55	5.1%	4%	23%	0.3%	0.2%	i	45
COC(=O)c1ccc(NC(=O)Cn2nc(C)c3ccccc3c2=O)cc1	-8%	-16%	-0.2	62	-2.9%	4%	-25%[20 µM]	-0.6%	-0.1%	i	50
Cc1cc(C)cc(NC(=O)CN(Cc2ccccc2)S(C)(=O)=O)c1	6%	-3%	0.8	61	9.3%	-6%	-56%	.	0.4%	i	46
Clc1cccc(/C(Cc2nc3ccccc3[nH]2)=N\Nc2ccccc2)c1	11%	2%	5.9	53	-3.5%	-2%	4%	-1.1%	-0.1%	i	41
CCCCCCn1cc(C(=O)O)c(=O)c2cc(F)c(N3CCN(C)CC3)cc21	-2%	12%	1.1	51	4.2%	-3%	7%	-2.0%	0.2%	i	60
COCCNc1nnnc2c1sc1nc(N3CCOCC3)c3c(c12)CC(C)(C)OC3	-4%	7%	3.0	63	9.7%	-19%	-17%	0.6%	-0.3%	i	23
COc1ccc(/C=c2\sc3nc(-c4ccccc4OC)nn3c2=O)c(OC)c1	-30%	7%	3.7	81	0.6%	6%	-4%	0.9%	0.3%	i	34
O=C(Nc1ccc(Br)cc1)NC1CCCCCCC1	4%	-2%	1.4	44	3.6%	-16%	-22%	-1.5%	0.2%	i	4

A portion of the results above:
SMILES	Salmonella PhoP GFP	GPR55 LPI antagonism	NTR1 ag	NTR1 ag cell count 20 µM	KOR beta-arrestin-1	GPR35 antagonists	KOR beta-arrestin-2	West Nile antiviral	GPR55 activation	T cell modulator	T cell modulator vesicle-bound %
O=C(CN(c1ccccc1F)S(=O)(=O)c1ccccc1)N1CCCCCC1	3%	45%	-0.3	98	-0.2%	6%	-25%	-0.4%	0.3%	i	41
CC1CC(=O)C=C(O)C1C(=O)OC(C)(C)C (stereo unspecified)	9%	-9%	-0.9	55	5.1%	4%	23%	0.3%	0.2%	i	45
COC(=O)c1ccc(NC(=O)Cn2nc(C)c3ccccc3c2=O)cc1	-8%	-16%	-0.2	62	-2.9%	4%	-25%[20 µM]	-0.6%	-0.1%	i	50

Other results:
SMILES	Salmonella PhoP GFP	GPR55 LPI antagonism	NTR1 ag	NTR1 ag cell count 20 µM	KOR beta-arrestin-1	GPR35 antagonists	KOR beta-arrestin-2	West Nile antiviral	GPR55 activation	T cell modulator	T cell modulator vesicle-bound %
COc1cnc(-c2ccccn2)nc1Sc1cccc(Cl)c1	-4%	-12%	14	96	0.7%	-2%	-21%	?	0.0%	i	35
NNC(=O)c1sc(-c2ccc(Cl)cc2)cc1N	-7%	11%	-0.6	36	-3.9%	10%	-7%	-1.7%	0.3%	i	25
O=C(O)C1CCCCC1C(=O)NC(c1ccccc1)c1ccccc1 (stereo unspecified)	-2%	-7%	0.0	68	-1.4%	14%	5%	0.5%	-0.2%	i	11
CCOC(=O)C1=C(CCc2ccccc2)NC(=O)NC1c1ccc(Br)cc1 (stereo unspecified)	.	10%	14	59	-3.8%	-13%	-8%[20 µM]	-1.2%	-0.2%	i	3
CCC(=O)n1nc(-c2ccccc2)nc1SCC(=O)Nc1ccc(C)cc1	-3%	-12%	-1.1	83	4.1%	9%	-44%	0.3%	-0.1%	i	13
COc1ccc(-c2nnn(CC(=O)N(Cc3ccccc3Cl)C(C(=O)NCC3CCCO3)c3ccco3)n2)cc1OC (stereo unspecified)	4%	-1%	3.7	67	-3.5%	16%	12%	-0.7%	-0.3%	i	12
O=C(NNC(=S)NC1CCCCC1)c1ccccc1Br	-3%	-8%	1.2	54	-2.4%	-9%	11%	0.5%	-0.2%	i	20
O=C(/C=C/c1ccco1)NCc1ccc2c(c1)OCO2	-1%	10%	-0.5	55	-2.4%	10%	10%[20 µM]	-0.2%	-0.1%	i	21
COc1cccc(CN2CCC(C(=O)Nc3ccc(-c4cccc(C)c4)cc3)CC2)c1O	0%	21%	13	56	-0.7%	0%	-48%[20 µM]	3.1%	-0.3%	i	52
O=C(c1ccc2c(=O)n(Cc3ccco3)c(=S)[nH]c2c1)N1CCN(Cc2ccccc2)CC1	-1%	20%	3.8	83	-3.2%	-12%	8%	0.3%	0.1%	i	23
COc1ccc2c(C)cc(SCC(=O)Nc3cccnc3Cl)nc2c1	-1%	2%	1.4	75	4.0%	-14%	-273%[20 µM]	-0.6%	-0.1%	i	47
O=C(COc1ncnc2ccc(Br)cc12)NCc1ccc2c(c1)OCO2	0%	5%	-0.7	41	-3.0%	2%	7%	0.2%	0.0%	i	21
Cc1oc(-c2ccccc2F)nc1CS(=O)CC(=O)NCCN1CCCCC1C (stereo unspecified)	-3%	-10%	0.4	57	-4.9%	9%	0%	-0.4%	-0.1%	i	9
O=c1c(-c2ccco2)[n+]([O-])c2ccccc2n1OCc1ccccc1	-43%	0%	-1.1	34	4.4%	-5%	-36%	.	-0.2%	i	14
Cc1cccc(C)c1NC(=O)c1sc(Cl)nc1C	-9%	-1%	0.1	39	-1.4%	-14%	13%	0.2%	-0.1%	i	9
COc1ccc(NS(=O)(=O)c2cc(-c3nnnn3C)ccc2OC)cc1	5%	9%	6.7	94	0.9%	4%	-8%	-0.5%	0.3%	i	18
C=CCN=C1NN=C(c2cc(C)n(CCOC)c2C)CS1	-2%	0%	0.7	60	2.2%	-2%	-21%	0.4%	-0.2%	i	5
Cc1oc2ccc(OC(=O)c3cccs3)cc2c1C(=O)OC(C)C	7%	6%	6.8	81	-2.4%	-7%	29%	-0.6%	-0.2%	i	58
Cc1ccc2cc(C3CC(c4ccco4)=NN3C(=O)CCCC(=O)O)c(Cl)nc2c1 (stereo unspecified)	-1%	-3%	2.0	56	4.9%	-2%	-9%	0.1%	0.6%	i	46
Cn1c(SCc2c(Cl)cccc2Cl)nnc1-c1cccs1	-4%	9%	1.2	81	5.6%	-7%	0%	-1.2%	0.3%	i	42
COC(=O)C1CCN(C(=O)NC2CCCCC2)CC1	-4%	4%	0.1	39	-1.3%	3%	0%	0.5%	-0.1%	i	26
O=C(CCCOc1ccc(Cl)cc1Cl)n1nnc2ccccc21	14%	13%	-1.2	42	4.6%	7%	19%	-0.1%	0.1%	i	22
COc1ccc(NC(=O)N2CCCC2C(=O)Nc2ccccc2F)cc1 (stereo unspecified)	-1%	0%	-2.9	55	-6.6%	-14%	-12%	0.3%	-0.2%	i	46
COc1cccc(-c2csc(N3CCN(C(=O)Nc4ccc(F)cc4)CC3)n2)c1	-1%	-3%	13	85	-7.9%	6%	-4%	-0.1%	-0.5%	i	30

Bioassay records (PubChem)
